SENP7 inh – SENP7 protease inhibitors, primary screen, biochemical, luminescence, uHTS; Sentrin-specific protease 7 (Homo sapiens), Q9BQF6; recombinant SENP7, Z-RLRGG-aminoluciferin luminescence, 40 min; inhibition, % at 5 µM; actives 1.5% (n = 330,000); AID 434973, 2010;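 active means inhibition above about 50% at the single test dose, limit read from the data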;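 further: plate controls were DMSO with enzyme for no effect and no enzyme buffer wells for full effect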
SENP8 block-1 – SENP8 protease inhibitors, primary screen, biochemical, luminescence | actives 1.2% (n = 330,000) | inhibition, % at 10 µM | purified SENP8, Z-RLRGG-aminoluciferin cleavage | AID 2540, 2010; in the data active means inhibition above about 50%
Target sequence (Q96LD8 whole entry, looked up): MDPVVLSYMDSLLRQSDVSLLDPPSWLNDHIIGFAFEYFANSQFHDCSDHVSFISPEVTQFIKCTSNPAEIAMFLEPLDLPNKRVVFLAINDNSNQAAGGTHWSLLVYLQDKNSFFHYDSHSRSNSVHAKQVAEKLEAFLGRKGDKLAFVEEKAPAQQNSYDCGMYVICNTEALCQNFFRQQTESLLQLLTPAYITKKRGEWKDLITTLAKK
SENP8 block-2 – human SENP8 protease inhibitors, primary screen, biochemical, fluorescence, Nedd8 protein substrate, uHTS | Sentrin-specific protease 8 (Homo sapiens), Q96LD8 | recombinant SENP8 | inhibition, % at 20 µM | actives 0.64% (n = 360,000) | AID 602440, 2012; in the data active means inhibition mostly above about 40%, no sharp cut-off; inactive means mostly below about 27%
Apaf-1 inh – inhibitors of human Apaf-1 apoptosome, primary screen, biochemical, DEVD-Rh110 fluorescence, uHTS. actives 0.71% (n = 330,000). reconstituted apoptosome caspase-3 activity. inhibition, % at 20 µM; active means inhibition of at least 40% at 20 µM;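 further: plate controls were DMSO wells for no effect and DEVD-CHO caspase inhibitor wells for full effect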
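Assay system – apoptosome proteins · Medium – Hepes buffer, pH 7.5 · Also added – cytochrome c with DEVD-Rh110 · Timing – 30 min compound preincubation, 50 min activation, room temperature · Detection – Rh110 fluorescence, excitation 480 nm, emission 540 nm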
SENP6 block – SENP6 protease inhibitors, primary screen, biochemical, luminescence, uHTS | Sentrin-specific protease 6 (Homo sapiens), Q9GZR1 | Recombinant SENP6 catalytic domain, aminoluciferin luminescence | inhibition, % at 10 µM | actives 1.8% (n = 330,000);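 active means inhibition above about 50% at the single tested dose, limit read from the data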;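 further: plate controls were DMSO wells with enzyme for no effect and DMSO wells lacking enzyme for full effect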
Target sequence (Q9GZR1 628-1112 limits assumed): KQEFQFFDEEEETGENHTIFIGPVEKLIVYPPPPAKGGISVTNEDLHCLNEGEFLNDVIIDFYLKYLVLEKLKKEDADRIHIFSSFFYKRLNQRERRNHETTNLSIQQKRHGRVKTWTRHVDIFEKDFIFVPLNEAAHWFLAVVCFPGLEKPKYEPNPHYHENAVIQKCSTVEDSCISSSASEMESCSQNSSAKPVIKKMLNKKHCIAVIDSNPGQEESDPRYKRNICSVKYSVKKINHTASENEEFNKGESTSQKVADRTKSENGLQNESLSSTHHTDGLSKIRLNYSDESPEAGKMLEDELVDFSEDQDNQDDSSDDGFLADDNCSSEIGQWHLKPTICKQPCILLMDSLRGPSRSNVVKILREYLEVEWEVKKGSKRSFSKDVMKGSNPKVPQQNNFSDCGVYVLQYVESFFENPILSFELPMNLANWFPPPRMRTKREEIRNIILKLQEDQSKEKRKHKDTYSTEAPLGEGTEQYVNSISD
NLRP3 yeast inh – NALP3 inflammasome inhibitors in reconstituted yeast, primary screen, luminescence, uHTS; Yeast reconstituted NLRP3/ASC/caspase-1, beta-gal luminescence, 24 h; inhibition, % at 10 µM; actives 0.39% (n = 330,000);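 active means inhibition of 50% or more; inactive means inhibition below 50%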;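 further: plate controls were induced DMSO wells for no effect and uninduced yeast grown without galactose for full effect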
SENP1 FRET inh – human SENP1 catalytic domain inhibitors, primary screen, biochemical, FRET, uHTS. Sentrin-specific protease 1 (Homo sapiens), Q9P0U3. inhibition, % at 10 µM. actives 0.21% (n = 360,000). recombinant SENP1 catalytic domain, CyPet-SUMO1-YPet FRET cleavage;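 active means inhibition at least 30% at 10 µM, raw YFP signal under a set limit, fluorescence ratio 0.5 to 1.5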;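 further: 0% = enzyme with DMSO and 100% = no enzyme wells; some results filed as inactive read as strong as hits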
Target sequence (Q9P0U3 419-644 limits assumed): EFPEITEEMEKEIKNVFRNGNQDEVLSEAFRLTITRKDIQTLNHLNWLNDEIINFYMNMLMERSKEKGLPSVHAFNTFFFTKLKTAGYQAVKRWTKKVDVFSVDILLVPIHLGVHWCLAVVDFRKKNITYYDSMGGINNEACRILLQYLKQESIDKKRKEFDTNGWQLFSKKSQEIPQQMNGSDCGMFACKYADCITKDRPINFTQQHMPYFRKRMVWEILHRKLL
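system = hSENP1 catalytic domain, recombinant | reagent = SFCypet-SUMO1-SFYpet substrate at 25 nM | doses = one dose per compound, 10 µM, 0.5% DMSO | incubation = enzyme reaction for 50 min at room temperature, dark | measured by = FRET, CFP and YFP emission | controls = no-enzyme low, enzyme-DMSO high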
PfG6PD inh – PfG6PD enzyme inhibitors, primary screen, biochemical, fluorescence intensity, uHTS | glucose-6-phosphate dehydrogenase-6-phosphogluconolactonase (Plasmodium falciparum 3D7) | PfGluPho enzyme, NADPH resazurin-diaphorase fluorescence | inhibition, % at 20 µM | actives 0.78% (n = 350,000) | AID 504690, 2011;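 active means inhibition reaching at least a set limit at 20 µM in the primary screen, cut at about 59% in these data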;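 further: 0% = DMSO wells with substrate and 100% = DMSO wells lacking glucose-6-phosphate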
HKDC1 inhibitor – HKDC1 hexokinase inhibitors, primary screen, biochemical, fluorescence, uHTS; AID 493160, 2011; inhibition, % at 20 µM; actives 0.16% (n = 340,000); recombinant HKDC1, G6PDH/diaphorase resazurin coupled fluorescence;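 active means inhibition above about 35% when tested at 20 µM, limit read from the data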;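 further: plate controls were DMSO wells with enzyme for no effect and DMSO wells lacking enzyme for full effect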
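Incubation: 90 min at room temperature in dark / Material: recombinant HKDC1 (HK5) hexokinase enzyme, produced in-house / Quantity: enzyme 5 µg/mL final / Compound: one dose of 20 µM, 1% DMSO / Reagent: glucose and ATP substrates / Buffer or medium: Tris pH 8.0 buffer with MgCl2, Tween-20, BSA, BME / Technique: resorufin fluorescence at 613 nm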
Starred values were filed as active, the others as inactive; / = not tested or not shown. Random draw from the library; overall some 4.1% were active at least once.

SMILES	SENP7 inh	SENP8 block-1	SENP8 block-2	Apaf-1 inh	SENP6 block	NLRP3 yeast inh	SENP1 FRET inh	PfG6PD inh	HKDC1 inhibitor
CCOC(=O)c1nn(-c2ccc(C)c(C)c2)cc1O	0.3	18.3	-24.5	-4.0	3.4	33.7	0.8	-24.6	4.5
COc1ccc(N2C(=O)CC(N(CCc3ccccc3)C(=O)/C=C/C(=O)O)C2=O)cc1 (stereo not drawn)	2.8	8.4	12.2	-9.4	-16.4	7.2	2.7	8.4	-6.8
CC[C@H](C)/C=C(C)/C=C/C1=CC2=CC(=O)[C@]3(C)OC(=O)[C@@H](C(C)=O)[C@@H]3C2=CO1	0.9	6.0	-225.4	2.5	8.1	19.6	-22.7	-0.6	5.7
COC(=O)c1ccccc1NC(=O)CSc1nnc(C(CO)NC(=O)c2ccccc2Cl)n1C (stereo not drawn)	-7.5	-3.1	3.2	-7.5	-22.2	7.9	1.4	-9.2	-6.6
CCC1=C(OC(=O)N(CC)CC)N2C(=O)OC(=NCCc3c[nH]c4ccccc34)[C@]2(C)[C@H]2C1=CC[C@H]1C(=O)N(CC)C(=O)[C@H]12	-6.5	-3.5	6.8	13.3	0.7	11.2	2.5	15.9	-1.6
CCCn1c(N)c(C(=O)CSc2nc3ccccc3s2)c(=O)[nH]c1=O	-2.2	-9.1	-0.8	4.2	-23.4	-7.8	-2.3	9.4	6.7
CCN(CC)S(=O)(=O)c1cc(NC(=O)CSc2nccn2C)ccc1C	4.3	-0.6	12.1	6.1	-5.9	6.8	2.1	-8.1	-10.1
CCCc1cc(=O)[nH]c(Nc2cc(OC)ccc2OC)n1	-11.7	-2.7	-39.3	11.3	-4.4	0.0	-0.3	24.9	-2.0
Nc1nc(SCc2ccccc2Cl)c2ncn(C3OC(CO)C(O)C3O)c2n1 (stereo not drawn)	/	/	-5.5	/	/	/	1.3	3.9	-2.1
Cc1ccc(S(=O)(=O)NCc2cccnc2)s1	-2.6	-5.8	21.2	3.0	-16.8	13.3	0.6	-6.8	-3.1
Cc1ccc(CNC(=O)CSc2nnc3c(n2)[nH]c2ccccc23)cc1	-3.7	-1.9	4.5	-0.8	-5.8	-4.8	-2.0	10.6	-1.9
COc1cccc(C(=O)NN2c3ccccc3CCc3ccccc32)c1	/	/	13.1	/	/	/	0.6	-10.8	-1.6
Cc1cc(C)n(-c2ccc(NC(=O)C3CCN(Cc4ccccn4)CC3)cc2)n1	-22.2	-14.0	-14.0	5.5	3.0	11.9	0.1	0.3	-1.5
Cc1cc(C)cc(OCc2nnc(SCC(=O)OC(C)C)o2)c1	3.1	-1.0	16.9	-3.5	-3.0	21.6	-5.0	-7.3	-5.9
Cc1cc(NS(=O)(=O)c2ccc(NC(=O)c3oc4ccccc4c3C)cc2)no1	7.7	1.9	9.6	4.2	20.6	12.5	-2.5	-18.4	-12.6
CN1CCN(C(=O)Nc2ccc([N+](=O)[O-])cc2)CC1	-10.0	-4.5	38.6	0.0	-11.0	-9.9	1.7	-6.7	-2.4
Cc1ccc(C(=O)NC2CCC(C)CC2)s1 (stereo not drawn)	-0.5	-10.0	15.4	3.0	10.6	34.7	-1.3	14.2	-4.2
O=[N+]([O-])c1ccc(/C=N/Nc2ncccc2[N+](=O)[O-])s1	90.7*	27.0	33.4	-5.4	40.7	0.6	8.7	-12.4	-0.3
N=c1ccn2c(n1)O[C@H]1[C@@H](CO)[C@H](O)O[C@H]12	6.3	1.4	12.0	-2.9	1.2	11.0	-1.8	7.2	-8.0
COc1cc(SC)ccc1C(=O)Nc1ccon1	-6.1	-9.7	8.3	11.2	-14.0	22.3	0.5	27.7	-0.2
O=C(NC(=S)NC1C2CC3CC(C2)CC1C3)C12CC3CC(CC(C3)C1)C2 (stereo not drawn)	-4.9	0.4	10.1	16.0	-9.7	-0.3	-0.1	-4.4	9.8
CCCOc1ccc(/C=N/NC(=O)C(=O)Nc2ccccn2)cc1	6.6	-1.8	-21.5	-15.9	15.6	25.9	-0.9	-2.0	-8.4
Cc1noc(NS(=O)(=O)c2ccc(NC(=O)c3cccc(S(=O)(=O)Nc4ccccc4F)c3)cc2)c1C	-3.4	5.5	6.8	3.1	8.5	21.8	1.1	-21.4	5.1
COc1cc(NC(=O)C2=CC(c3cccs3)=NS(=O)(=O)N2C)cc(OC)c1OC	-7.6	-10.7	14.8	4.1	-18.3	8.9	0.4	6.1	-1.6
CCOC(=O)c1oc2ccccc2c1NC(=O)c1cccc(OC)c1OC	7.9	3.9	-40.5	15.0	-16.3	34.7	0.6	9.1	-3.2
SMILES	SENP7 inh	SENP8 block-1	SENP8 block-2	Apaf-1 inh	SENP6 block	NLRP3 yeast inh	SENP1 FRET inh	PfG6PD inh	HKDC1 inhibitor
Cc1c2c(nc3c(C(=O)NC4CCCC4)cnn13)CCCC2	4.0	-0.1	-261.0	-6.7	5.9	10.9	-2.0	3.3	13.3
O=C(N/N=C/C=C/c1ccco1)c1cccnc1	3.9	-0.3	-6.1	-22.1	-6.9	-2.3	2.1	38.6	-5.0
Cc1cccc(CN2CCN(C(=O)CN(C)C(C)C(=O)Nc3ccc(C(N)=O)cc3)CC2)c1 (stereo not drawn)	-0.3	-1.1	9.0	-15.9	-4.9	23.9	0.0	4.2	-3.1
O=c1[nH]c(CN2CCOCC2)nc2ccccc12	0.3	4.4	7.0	-1.7	-1.1	-0.3	1.6	-5.0	-3.1
CCCNc1nc(OC(C(F)(F)F)C(F)(F)F)nc(OC(C(F)(F)F)C(F)(F)F)n1	-5.5	-13.8	0.9	-9.1	-9.4	16.3	-0.9	-5.2	-0.4
CC1CCc2cc(F)ccc2N1C(=O)c1cccnc1 (stereo not drawn)	-12.0	-7.9	8.2	8.2	-16.0	15.3	0.4	-16.2	2.7
Cc1cc(C(=O)N2CCN(c3ccc([N+](=O)[O-])cc3)CC2)c(C)o1	-6.8	-5.3	11.7	-13.8	-6.6	1.6	-1.1	3.1	2.9
CCO/C=N/Nc1nc(C(F)(F)F)nc2c1cnn2Cc1ccccc1	0.1	-0.1	9.1	8.1	-8.8	23.1	1.8	13.0	-2.1
COc1ccc(CCC(=O)N2CCCC(Nc3ccccc3)C2)cc1OC (stereo not drawn)	-5.5	-3.2	10.5	11.1	8.6	0.6	2.2	-1.8	0.5
COc1ccc(-n2nc(C(=O)NCC(=O)N3CCCC(C)C3)c3ccccc3c2=O)cc1Cl (stereo not drawn)	5.4	6.1	-258.1	16.4	-9.5	4.5	3.3	-2.2	3.7
Cc1ccccc1Cn1cnc2ccccc21	6.3	1.4	10.9	2.3	2.0	-34.1	1.2	-21.0	-1.1
Oc1ccccc1C=NNC(=S)Nc1ccc(F)cc1	/	/	-124.0	/	/	/	-48.4	-21.4	-27.9
CC1CC(C)CN(C(=O)COC(=O)Cc2c[nH]c3ccccc23)C1 (stereo not drawn)	2.2	-10.5	-3.9	1.5	-0.7	1.7	0.0	6.0	-4.2
CC(C)C[C@@H](CN1CCC[C@@H]1CN1C(=O)C(=O)NC[C@@H]1Cc1ccccc1)N1C[C@H](Cc2ccc(O)cc2)N(CC2CCCCCC2)C(=O)C1=O	/	/	5.1	/	/	/	-0.5	7.1	4.2
CS(=O)(=O)N(CC(=O)N1CCCCCC1)c1ccc(Cl)cc1	10.4	-4.5	10.6	-0.7	-10.3	17.0	1.5	-4.8	-5.8
COc1ccc(/C=C/c2cc[n+](C(=O)Cc3ccccc3)cc2)cc1	-8.2	-1.2	-151.9	10.7	-16.1	-4.6	-35.9	25.9	7.6
CCCCS(=O)(=O)Nc1ccc(C)cn1	11.9	4.8	-274.4	-3.1	5.2	-1.9	-56.4	46.6	-5.2
CCC(=O)Nc1ncc2c(n1)CC(c1ccco1)CC2=O (stereo not drawn)	-3.0	4.4	-5.8	-22.5	5.9	-1.9	4.4	21.9	-4.2
CN(Cc1ccc(F)cc1)C(=O)COc1ccccc1-c1ccccc1	-9.3	-6.2	-11.3	17.7	-7.9	19.4	-0.1	-1.8	-1.8
COc1ccccc1CNC(=O)c1ccc(S(=O)(=O)N2CCCC2)cc1	1.2	-5.6	11.1	-0.4	-3.9	12.1	0.9	6.6	-10.8
Cc1ccc(C(=O)Cn2nnc3ccccc32)cc1	-2.1	-5.7	22.8	2.6	5.8	-3.3	-1.2	-9.5	-5.3
CN(C)C(CNC(=O)c1ccc2c(c1)S(=O)(=O)c1ccccc1C2=O)c1ccco1 (stereo not drawn)	6.4	-0.7	12.7	3.6	-0.3	11.1	-8.7	9.7	-7.2
COc1ccc([C@@H](C)NC(=O)CCc2nnc(-c3cc(C)on3)o2)cc1	5.1	5.5	8.1	-3.4	20.9	1.6	-2.4	-2.4	-4.4
Cc1cc(SCCOc2ccccc2)nc(N)n1	9.1	-9.9	-4.5	5.5	-8.8	38.9	0.8	-3.2	-2.5
COc1ccccc1-c1nnc(NC(C)=O)s1	16.2	2.5	-65.1	-12.3	15.3	18.9	2.1	16.1	-2.5
NNC(=O)CNc1cccc(Br)c1	6.8	10.0	20.5	-1.8	4.5	13.5	-0.3	-3.9	-4.5
COc1ccccc1CNC(=O)CSc1n[nH]c(N)n1	-12.0	-10.5	14.1	6.0	-23.7	10.1	0.0	-4.0	-4.9
Cn1c(-c2nonc2N)nc2ccccc21	-4.4	0.7	2.0	-12.6	20.1	14.2	-12.9	-1.4	5.0
Cc1ccc(C)c(NC(=O)CS(=O)(=O)c2cccc3nsnc23)c1	1.9	-0.5	9.4	-15.7	6.4	12.9	3.7	-11.4	-0.8
O=C1c2ccccc2C(=O)c2c1cccc2N1CCCC1	/	/	46.3*	/	/	/	5.2	-10.9	22.8

Single records (already shown). Screens in order: SENP7 inh | SENP8 block-1 | SENP8 block-2 | Apaf-1 inh | SENP6 block | NLRP3 yeast inh | SENP1 FRET inh | PfG6PD inh | HKDC1 inhibitor
CN(Cc1ccc(F)cc1)C(=O)COc1ccccc1-c1ccccc1 reads -9.3 | -6.2 | -11.3 | 17.7 | -7.9 | 19.4 | -0.1 | -1.8 | -1.8
CC1CCc2cc(F)ccc2N1C(=O)c1cccnc1 (stereo not drawn) reads -12.0 | -7.9 | 8.2 | 8.2 | -16.0 | 15.3 | 0.4 | -16.2 | 2.7

Screens deposited in PubChem by Sanford-Burnham Center for Chemical Genomics.
